Compound activity deposited in PubChem by several laboratories.
pPAFAH FP inh: inhibitors of human plasma PAF acetylhydrolase (pPAFAH). Q13093. recombinant pPAFAH, FP-rhodamine probe fluorescence polarization. inhibition, % at 3.39 µM. 1.5% of 330,000 active;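 active means inhibition above the mean inhibition across the screen plus 3 SD, cut at about 25% in these data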;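 further: inhibitors block binding of the rhodamine activity-based probe so polarization drops; 0% = enzyme with DMSO and 100% = wells lacking pPAFAH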
PME-1 primary: blocks human protein phosphatase methylesterase 1 | recombinant PME-1, FP-Rh probe fluorescence polarization | 0.53% of 320,000 active | inhibition, % at 5.9 µM;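 active means inhibition above the campaign mean of all compounds plus 3 SD, cut at about 26% in these data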;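 further: competitive labeling of PME-1 active site by serine hydrolase directed probe; 0% = PME-1 with DMSO and 100% = wells lacking PME-1 enzyme; inhibitors block probe labeling so polarization falls and inhibition rises; many of its hits are not listed in these tables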
BCLXL inh: Bcl-xL (human) inhibition | 0.7% of 320,000 active | inhibition, % at 10.9 µM | GST-Bcl-xL / FITC-Bim BH3 peptide fluorescence polarization;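 active means inhibition above the mean of all tested compounds plus 3 SD, cutoff set per campaign, cut at about 30% in these data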;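 further: 0% = DMSO wells and 100% = unlabeled Bim-BH3 peptide competitor; inhibitors lower millipolarization by displacing the labeled peptide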
MEX-5 binding: C. elegans MEX-5 TCR-2 RNA binding activity. activity score (negative = inhibition of binding), % at 10 µM. 0.38% of 300,000 active. MEX-5/FITC-TCR2 RNA binding, fluorescence polarization; active compounds read low. AID 1832. Q9XUB2;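 active means inhibition past about -25% in most replicates, and total fluorescence under double the plate's negative control median, limit read from the data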;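 further: 0% = DMSO and -100% = 5 µM competing unlabeled TCR2 RNA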
Target sequence (Q9XUB2 whole entry, looked up): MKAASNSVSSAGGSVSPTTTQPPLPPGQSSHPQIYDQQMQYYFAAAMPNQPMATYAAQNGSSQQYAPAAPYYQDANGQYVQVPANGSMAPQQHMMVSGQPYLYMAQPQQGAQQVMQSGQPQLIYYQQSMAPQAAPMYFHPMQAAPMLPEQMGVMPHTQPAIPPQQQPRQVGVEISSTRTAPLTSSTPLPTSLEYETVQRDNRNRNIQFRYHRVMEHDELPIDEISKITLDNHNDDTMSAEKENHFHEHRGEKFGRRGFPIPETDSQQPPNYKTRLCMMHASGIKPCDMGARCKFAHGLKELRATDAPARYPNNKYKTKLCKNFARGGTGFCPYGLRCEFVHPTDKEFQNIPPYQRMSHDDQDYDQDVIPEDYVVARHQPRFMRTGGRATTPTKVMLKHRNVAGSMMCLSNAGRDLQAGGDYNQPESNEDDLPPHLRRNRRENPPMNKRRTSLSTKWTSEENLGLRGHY
GLD-1 TGE inh: GLD-1-TGE RNA interaction inhibition (C. elegans); 0.44% of 320,000 active; inhibition, % at 5.96 µM; purified GLD-1 + fluorescein TGE RNA, fluorescence polarization; Q17339;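 active means percent inhibition above a per-plate cutoff, the plate mean of test compounds plus 3 SD, cut at about 30% in these data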;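 further: 0% = DMSO wells with GLD-1 and probe and 100% = wells lacking GLD-1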
PAFAH1B2 FP inh: inhibitors of human PAFAH1B2 | P68402 | inhibition, % at 3.39 µM | recombinant PAFAH1B2, FP-rhodamine activity probe, fluorescence polarization | 1.2% of 340,000 active;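 active means inhibition above the mean of all tested compounds plus 3 SD, cut at about 24% in these data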;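 further: 0% = enzyme with DMSO and 100% = wells lacking PAFAH1B2; many of its hits are not listed in these tables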
Target sequence (P68402 whole entry, looked up): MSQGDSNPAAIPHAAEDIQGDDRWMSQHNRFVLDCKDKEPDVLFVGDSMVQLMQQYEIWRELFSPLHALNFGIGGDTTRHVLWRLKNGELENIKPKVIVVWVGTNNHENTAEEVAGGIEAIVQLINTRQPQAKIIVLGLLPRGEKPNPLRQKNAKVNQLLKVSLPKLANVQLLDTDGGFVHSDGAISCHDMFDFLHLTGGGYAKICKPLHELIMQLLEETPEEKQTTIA
MCL1-BIM inh: disrupts human MCL1 binding to BIM-BH3 peptide | 0.68% of 320,000 active | AID 2057 | Q07820 | GST-MCL1 / FITC-Bim-BH3 fluorescence polarization | inhibition, % at 10.9 µM;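 active means inhibition above the mean inhibition of all tested compounds plus 3 SD, set per campaign, cut at about 40% in these data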;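 further: 0% = DMSO wells and 100% = unlabeled Bim-BH3 peptide control; higher means more loss of mP so more displacement of Bim peptide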
Fam108B inh: counter-screen for RBBP9 inhibitors: inhibitors of mouse Fam108B | recombinant Fam108B, FP-Rh probe fluorescence polarization | inhibition, % at 9.51 µM | 0.33% of 300,000 active | AID 1947;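 active means inhibition above the screen mean inhibition plus 3 SD, computed separately per campaign, cut at about 18% in these data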;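 further: inhibitors lower polarization as less probe binds the enzyme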
AHR act: activates the human aryl hydrocarbon receptor; P35869; AHR-responsive luciferase reporter cells, luminescence; activation, % at 5 µM; 2.5% of 320,000 active; AID 2796; in the data active means activation above about 47%;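 further: 0% = vehicle wells and 100% = reference agonist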
Numbers without * were called inactive; . = not tested or not shown.

mol	pPAFAH FP inh	PME-1 primary	BCLXL inh	MEX-5 binding	GLD-1 TGE inh	PAFAH1B2 FP inh	MCL1-BIM inh	Fam108B inh	AHR act
COCCNC(=O)C1c2ccccc2C(=O)N(CCOC)C1c1ccc(F)cc1 (stereo unspecified)	-2	-3	1	-0.6	6	2	-2	-5	-4
C=Cc1ccc(Cn2c(=O)n(CCCOC)c(=O)c3sccc32)cc1	-5	2	10	-0.4	6	-5	7	1	1
O=C(CCc1nnc(C2CCCCC2)o1)N1CCC(Oc2cccnc2)CC1	-4	2	3	-3.5	-7	-1	2	3	1
COc1ccc(CNC(=O)Cc2nn(C)c(=O)c3ccccc23)cc1	6	-1	0	1.1	0	0	-3	2	8
Cc1ccc(C)c(N2N=C(C(=O)Nc3cccnc3)CCC2=O)c1	5	3	-1	.	0	1	-3	.	4
O=c1cc(CSc2ccccn2)nc(N2CCN(c3ccccc3)CC2)[nH]1	-1	-1	6	-1.4	8	3	8	-1	0
CCCC(C(=O)NCCC(C)C)N(Cc1ccc(F)cc1)C(=O)c1snc(C(N)=O)c1N (stereo unspecified)	-1	0	3	-1.3	2	4	10	1	0
CN1CCN(C(=O)/C(C#N)=C/c2ccc(F)cc2)CC1	1	-1	1	0.0	3	-3	0	-5	3
COc1cc(OC)cc(C(=O)N2c3ccc(F)cc3CCC2C)c1 (stereo unspecified)	0	0	-3	-1.1	0	11	6	2	1
COc1ccc(S(=O)(=O)NCc2cccnc2)cc1NC(=O)c1ccc(C)cc1	1	-2	-4	-1.4	-1	-1	-5	-3	2
Cc1nc2ccc(NC(=O)C3COc4ccccc4O3)cc2s1 (stereo unspecified)	2	4	-16	0.3	5	-2	-23	2	2
C[C@@H](CN=[N+]=[N-])CN1CC[C@H](C(C)(C)C)CCC1=O	-6	1	0	-0.8	1	5	-3	-1	1
COCCCNC(=O)Cc1c(C)c2c(cc(C)c3c(C(C)(C)C)coc32)oc1=O	12	-1	2	-0.9	5	9	7	6	12
COc1cc(/C=N/OCC(=O)Nc2cc(C)cc(C)c2)ccc1OCc1ccc(Cl)cc1	-7	-22	-9	5.3	-28	-9	-26	-24	13
CNC(=O)CN1C(=O)c2cccc3cccc1c23	4	1	7	-0.8	5	1	7	-1	0
CCN(CC)C(=O)c1ccc(-c2nnc(Nc3ccc(C(=O)N(C)C)cc3)c3ccccc23)cc1	-2	-2	2	2.1	-2	0	-1	-6	3
COc1cccc(/C=N/NC(N)=S)c1OCc1ccccc1Cl	-1	6	2	0.0	-1	-3	12	5	50*
Cc1ccc(C)c(NC(=O)CSc2nnc(-c3ccco3)o2)c1	5	-7	7	3.5	-1	-3	-2	3	-1
COc1ccc(CN2C(=O)c3cccnc3C2Nc2ccc(OC)c(Cl)c2)cc1 (stereo unspecified)	7	6	3	2.3	6	3	6	6	-2
CCCOc1ccc2c(=O)c(N3C(=O)c4ccccc4C3=O)c(C)oc2c1	3	3	0	3.9	-7	1	-5	-1	1
COc1ccc(S(=O)(=O)NC2CC2)cc1C(=O)N1CCOCC1	7	-8	0	2.0	9	5	-1	-3	-1
O=C(CSc1nnnn1-c1ccccc1)N1N=CCC1c1ccccc1 (stereo unspecified)	-1	-3	-2	2.7	1	1	-5	1	-2
COC(=O)C1=C(C)N(C)C(=O)NC1c1ccc(C)cc1 (stereo unspecified)	3	-2	-1	1.8	-4	2	-5	1	1
CCOc1ccc(/C=C2\SC(=S)N(CCC(=O)Nc3ccccc3C(=O)O)C2=O)cc1	2	2	3	-3.6	-5	6	-3	-1	-1
COc1ccccc1C(=O)Nc1ccccc1SC	-2	1	5	0.2	-2	9	-3	-4	55*
COc1ccc(NC(=O)CC(C)c2ccccc2)cc1S(=O)(=O)N1CCOCC1 (stereo unspecified)	0	-1	-5	.	-3	7	-8	.	3
COc1cc(/C=C/C(=O)O)cc(S(=O)(=O)N2CCCc3ccccc32)c1OC	-2	3	4	-0.5	2	6	-4	4	2
CCOc1ccc(-n2nc3cc(C)c(N)cc3n2)cc1	-2	-7	10	5.0	3	3	17	1	39
NS(=O)(=O)c1cccc(NC(=O)CN2CCN(Cc3ccc4c(c3)OCO4)CC2)c1	-4	-1	-5	0.9	-3	2	-2	-1	2
CCOc1ccc(CCNC(=O)c2ccc(F)c(S(=O)(=O)N3CCOCC3)c2)cc1OCC	2	9	-5	-0.2	2	4	-22	-5	-1
CCOC(=O)N1CCC(Nc2nc3ccccc3n3nnnc23)CC1	-1	9	22	-4.6	6	5	21	3	23
COC(=O)c1sc2ccccc2c1NC(=O)c1ccc(S(=O)(=O)N2CCC(C)CC2)cc1	18	-13	3	1.7	0	4	3	-6	-2
CCOC(=O)C1=C(C)N=c2s/c(=C/c3cccc([N+](=O)[O-])c3O)c(=O)n2C1c1ccccc1 (stereo unspecified)	18	-8	17	2.2	1	6	11	-4	1
COC(=O)c1c(NC(=O)CN(C)CC(=O)Nc2ccc(C)cc2)sc2c1CCC(C)C2 (stereo unspecified)	2	-1	-1	.	0	0	-14	.	4
COC(=O)C1C(=O)C2=C(CC1C)NC(C)=C(C(=O)OC1CCCCC1)C2c1ccc(N(C)C)cc1 (stereo unspecified)	11	3	1	2.1	-4	2	4	6	10
CC(C)NC(=O)C1CC(=O)N(C(C)c2ccccc2)C1 (stereo unspecified)	5	2	0	2.1	6	4	-2	-1	3
COc1cccc2cc(CC(=O)c3ccc(C)cc3C)c(=O)oc12	-5	3	0	2.6	-2	1	3	3	2
NC(=O)[C@@H]1CC2(CC(c3cccc(NC(=O)CC(c4ccccc4)c4ccccc4)c3)=NO2)CN1C(=O)COc1ccc(Cl)cc1 (stereo partly specified)	-30	-60	-2	4.4	5	-21	-8	-37	2
O=C(NC1CCCC1)c1cccc(Cn2cc([N+](=O)[O-])cn2)c1	1	-4	1	3.6	4	-2	-4	-4	1
Cc1nc(C(C)NC(=O)CCc2nnc(-c3ccsc3)o2)cs1 (stereo unspecified)	2	0	5	-4.5	1	2	2	3	-1
COc1ccccc1NS(=O)(=O)c1cc(NC(=O)C(C)(C)C)ccc1N1CCOCC1	3	-2	0	2.1	-2	7	-1	-9	1
CCn1cc(C(=O)N[C@@H](CCSC)C(=O)NCCCN2CCOCC2)c(=O)c2cc3c(cc21)OCO3	2	-3	-1	1.3	-3	2	6	0	5
Oc1ccccc1-c1nc(NC2CCCC2)c2ccccc2n1	1	8	3	-1.4	1	3	1	7	12
CC1CCN(c2ncnc3nc[nH]c23)CC1	2	-4	-1	-1.8	4	3	-4	0	-1
CCCCN(C(=O)c1ccc(S(=O)(=O)N2CCC(C)CC2)cc1)C1CCS(=O)(=O)C1 (stereo unspecified)	3	1	3	-1.3	-11	14	1	0	-1
O=C(c1cc2ccccc2s1)N1CCN(c2ccccn2)CC1	-2	-1	2	0.5	-3	3	5	-3	28
CN(C)CCNC(=S)Nc1ccc(Cl)cc1Cl	2	3	5	-1.3	-4	5	4	4	-1
C/C=C(/C)C(=O)O[C@H]1[C@@H](O)c2c(ccc3ccc(=O)oc23)OC1(C)C	-3	8	6	1.6	4	2	5	0	5
C[C@H]1C(=O)N(C)CCN1C(=O)c1cccc(OC2CCN(CC(C)(C)C)CC2)c1	5	-2	6	-7.2	4	-1	6	-3	-2
CC1(C)CC(=O)c2c(Cc3ccccc3)n[nH]c2C1	-2	1	-1	-3.1	6	2	-1	-1	0
COc1ccc2nc(NC(=O)CN3CCOCC3)sc2c1	-4	-1	2	0.4	-1	-4	5	-1	5
COc1ccc(/C(O)=C2/C(=O)C(=O)N(CCN3CCOCC3)C2c2ccccn2)cc1 (stereo unspecified)	4	-16	19	.	18	-2	12	2	6
O=c1c2ccccc2oc2ccc(-c3ccc4cc[nH]c4c3)cc12	-2	.	.	.	9	-3	.	.	25
Cc1cc(NC(=O)c2cccc(F)c2)no1	0	3	6	-0.5	5	2	-1	4	-1
COc1ccccc1C1NC=C([N+](=O)[O-])C=C1[N+](=O)[O-] (stereo unspecified)	18	6	5	4.2	7	-8	3	12	11
CCOC(=O)N1CCN(C(=O)CN(c2ccc(OCC)cc2)S(C)(=O)=O)CC1	1	-8	0	-0.1	6	2	0	-1	-3
CC(=O)N(NC(=O)c1ccc(C)cc1)C1CC(=O)N(c2ccccc2Cl)C1=O (stereo unspecified)	0	2	2	0.9	8	7	10	2	0
Cc1ccc(NC(=O)Nc2ccc([N+](=O)[O-])cc2)nc1	5	-7	1	-1.6	5	0	1	-16	3
CC1CCC/C(=N\NC(=O)COc2ccccc2Cl)C1 (stereo unspecified)	6	1	2	-1.9	-6	0	2	3	3
Nc1c(C(=O)Nc2ccc3c(c2)OCCO3)nnn1Cc1ccc(Br)cc1	3	-6	0	-2.3	9	-1	2	-4	51*
CC(C)CCN1CCN(CC(c2ccccc2)c2ccccc2)CC1CCO (stereo unspecified)	2	-2	5	-0.2	-1	4	4	-4	2
Cc1nnc(NC(=O)CSc2nnc(C)c(=O)n2N)s1	-4	-2	-8	0.5	-1	9	-2	-3	0
CC(C)Nc1nc(NC(C)C)nc(C(=O)OCCO)n1	-2	-1	2	1.9	6	7	-1	0	1

These rows are one share of the data (hit frequency here may not be typical).
